sgs1 mgt1 = NCI yeast anticancer drug screen, S. cerevisiae sgs1 mgt1 strain | % growth inhibition at 50 µM | actives 10% (n = 78,000);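 further: 0% = growth of vehicle-only cultures of the same strain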
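Compounds are added to genetically altered yeast, and growth is compared with cultures given vehicle alone to give percent inhibition.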
bub3 = NCI yeast anticancer drug screen, S. cerevisiae bub3 mutant strain; % growth inhibition at 50 µM; actives 9.9% (n = 78,000); AID 167;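 further: 0% = growth of vehicle-only cultures of the same strain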
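Whole-cell yeast assay. The mutant strain was incubated with compounds, and growth inhibition was determined by comparison with vehicle-treated cells.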
mec2-1 = NCI yeast anticancer drug screen, S. cerevisiae mec2-1 strain. growth inhibition, % at 50 µM. actives 9% (n = 79,000);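 further: 0% = growth of vehicle-only cultures of the same strain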
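Strain: mec2-1 (DNA repair/cell cycle alteration). Compound exposure, then growth measured; inhibition expressed relative to vehicle.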
yeast rad50 = NCI yeast anticancer drug screen, S. cerevisiae rad50 strain; AID 155; % growth inhibition at 50 µM; actives 10% (n = 79,000);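 further: 0% = growth of vehicle-only cultures of the same strain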
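DNA repair mutant yeast, compound exposure, growth read-out; inhibition is taken relative to vehicle.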
mlh1 rad18 = NCI yeast anticancer drug screen, S. cerevisiae mlh1 rad18 strain. % growth inhibition at 50 µM. actives 11% (n = 79,000). AID 175;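 further: 0% = growth of vehicle-only cultures of the same strain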
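Cells of a genetically altered yeast strain, deficient in DNA damage repair, were treated with compound. Their growth was then compared with that of vehicle-treated cultures to give inhibition.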
cln2 rad14 = NCI yeast anticancer drug screen, S. cerevisiae cln2 rad14 strain; % growth inhibition at 50 µM; AID 165; actives 8.3% (n = 78,000);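 further: 0% = growth of vehicle-only cultures of the same strain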
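The screen exposed genetically defined yeast (cln2 rad14) to test compounds and scored growth inhibition relative to vehicle-treated controls.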
Numbers without * were called inactive; nt = not tested or not shown. No stated cut-off is given here; in the data, active means growth inhibition above about 70%; inactive means the rest.

Every second line gives: sgs1 mgt1 | bub3 | mec2-1 | yeast rad50 | mlh1 rad18 | cln2 rad14
O=C(NCc1ccccc1)C(Cc1ccccc1)Cc1ccccc1
 : 2.4 | -4.1 | -12.8 | 8.8 | -1.2 | 4.8
O=C(O)c1c(Br)c(Br)c(Br)c(Br)c1C(=O)Nc1ccccc1C(F)(F)F
 : -2.6 | 8.1 | -11.4 | -8.6 | -12.2 | -2.8
O=C(Nc1cccc(O)c1)C(=O)C(C(=O)c1ccc(Cl)c(Cl)c1)C1OC(=O)c2ccccc21 (stereo not drawn)
 : 24.8 | 25.0 | 29.6 | 46.8 | 19.2 | 34.4
CC(C#N)c1cccc(C(=O)O)c1 (stereo not drawn)
 : -14.6 | -15.9 | -3.5 | -17.1 | -10.9 | -24.6
COc1cc(C(=O)N/N=C/c2cccc([N+](=O)[O-])c2)cc(OC)c1OC
 : -41.9 | -39.2 | -13.4 | -5.5 | -64.5 | 24.4
NCCCCN(CCCN)C(=O)c1ccccc1
 : -17.8 | -14.3 | -2.2 | 5.5 | -68.9 | 1.8
C=CCn1c(=S)sc2c(=O)[nH]cnc21
 : 25.8 | 8.2 | 1.7 | 14.6 | 11.4 | 22.3
CCOC(=O)C1CN(CC)C(=O)C1=O (stereo not drawn)
 : 4.5 | -1.9 | 3.6 | 4.9 | 28.9 | -1.6
CN(C)c1cc2c(cc1[N+](=O)[O-])-c1ccccc1C2O (stereo not drawn)
 : 56.6 | 70.5* | 29.9 | 91.4* | 86.6* | 41.4
NC(=O)N/N=C\c1ccco1
 : -13.3 | -14.3 | -9.8 | 26.1 | 13.1 | -11.4
CCCCC(CC)(CC)C(=O)O
 : 9.5 | 1.1 | -4.8 | -2.6 | 4.2 | 6.8
CC(CS(C)(=O)=O)S(=O)(=O)O (stereo not drawn)
 : -1.4 | -14.7 | -20.4 | -6.2 | -5.8 | -0.3
COC(=O)C1OC2(CCCC3CC32)O[C@H]1C(=O)OC (stereo partly drawn)
 : -20.6 | -13.8 | -10.2 | -8.3 | 6.3 | -13.2
O=C(CNc1ccccc1[N+](=O)[O-])Nn1c(-c2ccccc2)nc2ccccc2c1=O
 : 69.0 | 46.7 | 38.5 | 59.1 | 75.5* | 36.0
CC1(C)OCC2(CO1)CSCCCSCC1(COC(C)(C)OC1)CSCCCSC2
 : -8.8 | -25.5 | -12.9 | -5.7 | -3.8 | -11.8
CN1NC(c2ccccc2)=NN=C1c1ccccc1
 : 11.3 | 15.8 | 21.9 | -8.5 | 3.6 | 0.8
Nc1cc(Nc2ccc(Cl)[nH]c2=S)nc(N)n1
 : 11.5 | 18.4 | 13.8 | 31.1 | 15.2 | 20.6
CCCCCCCCCCCCCCCC(=O)N1CCOCC1
 : -13.7 | 21.2 | 31.8 | 31.4 | 28.1 | -64.8
COc1cc(-c2cc(=O)c3c(C)cc(O)cc3o2)cc(OC)c1OC
 : nt | nt | -9.0 | -2.1 | 45.6 | nt
Cc1ccccc1SCC(N)=O
 : -0.8 | 5.3 | 9.1 | 6.5 | -0.7 | -12.1
CC1(C)C(=O)C(C(Cl)(Cl)Cl)=C(Cl)C(=O)C1(Cl)Cl
 : 64.9 | 51.1 | 42.1 | 52.5 | 67.5 | 48.8
COc1ccc(OC)c(C(=O)CCCCCCCCC(=O)c2cc(OC)ccc2OC)c1
 : 3.9 | -4.0 | 8.0 | 27.2 | 7.2 | 25.4
NNC1=N/C(=C\c2ccco2)C(Cl)=N1
 : 26.1 | 57.4 | -9.6 | 9.9 | 8.8 | 45.3
CN=C(N)N/N=C(\C)c1ccc2oc3ccc(/C(C)=N/NC(N)=NC)cc3c2c1
 : 90.4* | 89.2* | 93.6* | 90.0* | 87.5* | 91.8*
CCOc1ccc(/C=N/NC=O)cc1OCC
 : 3.8 | -8.8 | 7.5 | -3.2 | 2.1 | -11.3
CN(C)c1nnc([N+](=O)[O-])s1
 : 16.9 | 1.6 | 19.8 | 21.5 | 31.9 | -18.9
CC(=O)Nc1ccc(/C=N/Nc2c3ccccc3nc3ccccc23)cc1
 : 0.3 | 6.8 | 13.8 | -3.3 | 0.4 | -4.4
CC1C(c2ccccc2)OC(N2CCOCC2)C(C)(C)CN1C (stereo not drawn)
 : 26.7 | 22.2 | 29.1 | 7.4 | 21.4 | 18.2
NCCc1ccc(O)c(O)c1
 : -1.6 | -1.4 | -4.2 | -4.4 | 1.9 | 4.2
Nc1cc(Cl)ccc1S
 : 99.5* | 99.3* | 99.5* | 99.5* | 99.5* | 99.0*

Single records (already shown). Order of screens: sgs1 mgt1	bub3	mec2-1	yeast rad50	mlh1 rad18	cln2 rad14
`CC(CS(C)(=O)=O)S(=O)(=O)O` (stereo not drawn) across the screens: -1.4	-14.7	-20.4	-6.2	-5.8	-0.3
`CC1(C)OCC2(CO1)CSCCCSCC1(COC(C)(C)OC1)CSCCCSC2` across the screens: -8.8	-25.5	-12.9	-5.7	-3.8	-11.8

Compounds shown so far with a nitro group on carbon, in the order listed:
Every second line gives: sgs1 mgt1 | bub3 | mec2-1 | yeast rad50 | mlh1 rad18 | cln2 rad14
COc1cc(C(=O)N/N=C/c2cccc([N+](=O)[O-])c2)cc(OC)c1OC
 : -41.9 | -39.2 | -13.4 | -5.5 | -64.5 | 24.4
CN(C)c1cc2c(cc1[N+](=O)[O-])-c1ccccc1C2O (stereo not drawn)
 : 56.6 | 70.5* | 29.9 | 91.4* | 86.6* | 41.4
O=C(CNc1ccccc1[N+](=O)[O-])Nn1c(-c2ccccc2)nc2ccccc2c1=O
 : 69.0 | 46.7 | 38.5 | 59.1 | 75.5* | 36.0
CN(C)c1nnc([N+](=O)[O-])s1
 : 16.9 | 1.6 | 19.8 | 21.5 | 31.9 | -18.9

Later entries
Every second line gives: sgs1 mgt1 | bub3 | mec2-1 | yeast rad50 | mlh1 rad18 | cln2 rad14
O=C(Nc1cccc(NC(=O)c2cc(=O)c3ccccc3o2)n1)c1cc(=O)c2ccccc2o1
 : 21.7 | 58.5 | 14.9 | 62.6 | 67.3 | 24.2
CN(C)c1cc(N(C)C)c2cc(C#N)ccc2n1
 : 17.2 | 0.9 | 3.0 | 15.4 | 5.8 | -5.5
CCOC(=O)Nc1cc2c(cc1Br)-c1ccccc1C2O (stereo not drawn)
 : 10.4 | 69.4 | -5.6 | 10.0 | 18.7 | -2.9
CCC(CC)(C[NH-])C[NH-].[Cl][Pt+2][Cl]
 : 10.0 | 18.2 | 41.7 | 10.0 | -8.0 | 16.2
O=C(CSCc1c(F)cccc1Cl)Nc1ccc(F)c(Cl)c1
 : 91.7* | 91.5* | 91.3* | 88.3* | 63.2 | 90.1*
O=C(O)c1ccccc1NN=Nc1ccccc1[N+](=O)[O-]
 : 5.5 | -1.7 | 5.0 | 36.6 | 26.6 | -15.3
CSc1nc(N)c(I)c(Cl)n1
 : 6.9 | -14.6 | 3.6 | 7.8 | -2.6 | 2.4
Cn1cnc([N+](=O)[O-])c1S
 : 8.4 | -0.8 | 16.2 | -4.8 | 21.6 | 44.0
CCOC(=O)C(NC(=O)c1ccccc1)[CH](c1ccc(OC)cc1)[Sn]([c]1ccccc1)([c]1ccccc1)[c]1ccccc1 (stereo not drawn)
 : 79.2* | 79.0* | 75.2* | 77.7* | 69.1 | 54.5
CCCCCCCCCCCCCCCC1=C(O)c2ccccc2C(=O)C1=O
 : 5.0 | -20.1 | 22.9 | 12.0 | 12.2 | -4.2
CC1(c2ccco2)CCC(=O)CC1=O (stereo not drawn)
 : 4.1 | -12.9 | 4.2 | 4.2 | 1.1 | 11.2
COc1cc(O)c(/C=N/N=C(\N)NO)c(OC)c1
 : 21.8 | -12.9 | -5.0 | -10.3 | 15.9 | 22.8
O=C1c2ccccc2C(=O)C1(Cl)C(Cl)c1ccc([N+](=O)[O-])cc1 (stereo not drawn)
 : 99.6* | 99.3* | 98.9* | 99.3* | 99.5* | 99.1*
C=CCC1CCCC/C1=N/NC(N)=O (stereo not drawn)
 : 5.5 | 8.5 | -8.8 | -15.9 | 7.7 | -7.1
c1ccc2c(N3CCCCC3)ncnc2c1
 : -4.7 | 2.1 | -1.0 | 0.8 | -3.0 | 4.8
CCCCCCCCCCC(=O)Cl
 : 56.9 | 12.1 | 7.8 | 58.2 | -13.4 | 31.9
O=C1CCCC2=C1C(c1ccccc1)C1=C(CCCC1=O)O2
 : -1.7 | 6.9 | 3.4 | -1.4 | 6.0 | -10.8
Cc1ccc(C)c(Nc2c(C)ccc(C)c2C(=O)O)c1
 : 12.4 | -10.1 | -1.1 | -5.3 | -12.6 | 14.0
O=C(Nc1ccccc1C(=O)N/N=C/c1ccccc1O)c1ccccc1Cl
 : 91.4* | 68.3 | 91.0* | 73.3* | 90.8* | 84.8*
Cc1ccccc1C(=O)Oc1ccc(OCc2ccccc2)cc1
 : 7.8 | 9.1 | 0.8 | 0.1 | 18.9 | -3.5
COCc1c(N)c(C)nc(Cl)c1C#N
 : -6.5 | 2.0 | 12.8 | 18.9 | -7.8 | -4.3
Nc1ccc(F)cc1S
 : 80.5* | 87.5* | 85.8* | 51.1 | 89.3* | 85.4*
O=c1[nH]c2cccc([N+](=O)[O-])c2c2ccccc12
 : 14.1 | -6.3 | 26.6 | 5.8 | 11.2 | 23.0
CCN(Cc1ccccc1)C(=O)Nc1c(Cl)cccc1Cl
 : 1.4 | -9.8 | -30.1 | -13.5 | -4.0 | -1.5
COc1ccc(-c2ccccc2)cc1SCCC(=O)O
 : 48.3 | 65.2 | 70.5* | 79.7* | 87.0* | 77.7*
C/C=C(/c1ccccc1)c1ccc(N(C)C)cc1
 : -10.1 | 9.2 | 0.8 | 2.2 | 4.3 | -4.7
CCOC(=O)C(Cc1ccc(O)cc1)NC(=O)C(N)CSSCC(N)C(=O)NC(Cc1ccc(O)cc1)C(=O)OCC (stereo not drawn)
 : -23.3 | -3.6 | 1.1 | -5.3 | 1.9 | -6.2
CC(=O)CSc1cc(C)c2ccccc2n1
 : -11.1 | -13.1 | -7.3 | -6.6 | 1.1 | -10.8
CC(=O)OCC1COC(C2CC=CCC2C)O1 (stereo not drawn)
 : -8.3 | 13.6 | -8.9 | -1.9 | -7.6 | 4.0
COC(=O)CCCCCCCCCCC(=O)O
 : -9.6 | 38.6 | -11.6 | 2.5 | -6.6 | -4.8
COC(=O)C1CC2(CCC1=O)Cc1ccccc1C2=O (stereo not drawn)
 : 28.5 | -4.2 | -3.5 | -15.5 | -16.4 | 1.3
CNC1(C(=O)O)CCCCC1
 : -2.0 | 4.8 | -4.7 | -0.3 | -2.2 | 4.6
CN(C)S(=O)(=O)c1ccc(Nc2ccc(O)c3c2C(=O)c2c([N+](=O)[O-])ccc(O)c2C3=O)cc1
 : -31.9 | -27.8 | 13.4 | 54.9 | 26.1 | -8.3
COc1ccccc1C1CCCCC1
 : -23.4 | -14.8 | 1.3 | 10.6 | -2.5 | -31.1
C[N+]1(C)C/C(=C\c2ccncc2)C(=O)/C(=C/c2ccncc2)C1
 : 14.3 | 1.1 | -2.5 | 0.3 | -10.2 | 5.3
C#C/C=C/CC1O/C(=C(\Br)CC)C/C=C\CC1Cl (stereo not drawn)
 : 55.9 | 36.7 | 20.1 | 21.4 | 31.1 | 33.9
O=C(O)c1ccn(-c2cccc(-n3ccc(C(=O)O)n3)n2)n1
 : 2.2 | -15.4 | -17.1 | -1.1 | -7.1 | -47.7
Cc1cc(Cl)nc(Nc2nc3ccccc3[nH]2)n1
 : -12.7 | 23.8 | -5.2 | -18.2 | -15.2 | 5.5
CNc1ccccc1C(=O)NCCCN
 : 5.0 | 18.8 | -25.6 | -10.3 | 0.5 | 2.8
CNC(=O)N(c1ccccc1)C1CCCCC1
 : -2.5 | 9.8 | 13.8 | 15.8 | 1.1 | -65.5
Cc1cc2c(cc1C)[n+](=O)c(C(=O)C/C(=N/NC(=O)CC#N)C(=O)Nc1ccccc1C(F)(F)F)c(C)n2[O-]
 : 91.8* | 94.0* | 91.0* | 92.4* | 90.8* | 91.5*
COc1cc(C(C)S(=O)(=O)O)ccc1O (stereo not drawn)
 : 8.4 | 4.9 | 1.7 | -19.6 | -5.5 | -12.6
O=C1c2c(O)cc(O)cc2OC(c2ccc(O)cc2O)C1O (stereo not drawn)
 : -15.8 | 16.9 | -19.1 | -11.9 | -46.0 | 17.8
O=C(NCCN1CCOCC1)Nc1ccc2c(c1)OCCOCCOCCOCCO2
 : -4.5 | -2.7 | -3.2 | 0.3 | -20.1 | -8.8
CSc1cccc(N2C(=O)C=CC2=O)c1
 : 94.0* | 92.7* | 93.4* | 91.5* | 92.5* | 91.5*
N/C(CC(=O)Nc1cc(C(F)(F)F)ccc1Cl)=N\O
 : -16.7 | -49.6 | -25.1 | 11.2 | 2.2 | -35.3
Cc1ccc2[nH]c(=S)n(CCc3ccccc3)c(=O)c2c1
 : 29.9 | 10.4 | -23.0 | -1.9 | 13.7 | 6.8
O=C(COC(=O)c1ccccc1Br)c1ccc(-c2ccccc2)cc1
 : 31.6 | 0.7 | 20.8 | 33.6 | 23.2 | 31.4

Source: PubChem BioAssay
